D2 agonist: HTS Assay for Allosteric Agonists of the Human D2 Dopamine Receptor: Primary Screen for Agonists; HEK293 T-REx D2 cells, calcium flux agonist mode; activation, % at 2 µM; D(2) dopamine receptor (Homo sapiens), P14416; hit rate 0.53% among 340,000;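 active = activation over 3 SD above normal in the single-dose calcium agonist read, cut at about 30% in these data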; note: 0% is about no effect
Target sequence (P14416 whole entry, looked up): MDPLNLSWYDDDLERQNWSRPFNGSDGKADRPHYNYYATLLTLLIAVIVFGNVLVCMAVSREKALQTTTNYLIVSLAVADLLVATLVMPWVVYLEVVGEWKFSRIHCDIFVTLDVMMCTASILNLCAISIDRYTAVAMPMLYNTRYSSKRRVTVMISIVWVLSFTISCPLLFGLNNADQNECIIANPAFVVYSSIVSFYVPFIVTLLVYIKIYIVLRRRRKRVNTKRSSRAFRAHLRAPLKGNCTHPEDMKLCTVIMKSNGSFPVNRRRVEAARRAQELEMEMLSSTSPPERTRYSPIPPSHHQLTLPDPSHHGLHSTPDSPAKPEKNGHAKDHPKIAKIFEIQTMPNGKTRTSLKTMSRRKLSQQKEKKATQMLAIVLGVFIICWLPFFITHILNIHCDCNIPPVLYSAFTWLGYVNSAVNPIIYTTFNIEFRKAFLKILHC
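Tetracycline-induced HEK293 T-REx cells with force-coupled D2 receptor, plated overnight at 30 C, loaded with no-wash calcium dye. After a 10 s baseline, compound was pin-added and calcium flux read kinetically for 180 s; calcium rises flagged agonists.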
D1 ag: Allosteric Agonists of the Human D1 Dopamine Receptor: qHTS. HEK293 T-REx D1 cells, calcium flux, agonist mode. D(1A) dopamine receptor (Homo sapiens), P21728. hit rate 1% among 360,000. activation, % at 2 µM. AID 504660, 2011; note: 0% is about no effect
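Agonism was scored from calcium flux recorded over 180 s (1 read/s) after pintool compound addition, following a 10-cycle baseline. Cells were inducible force-coupled HEK293 TREx D1, plated overnight at 30 C and loaded with no-wash calcium dye.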
D1 PAM: Potentiators of Human D1 Dopamine Receptor: qHTS; hit rate 0.036% among 360,000; AID 504651, 2011; HEK293 TREx D1 cells, calcium flux, dopamine EC20 potentiation; potentiation, % at 10 µM; in the data active = potentiation above about 30%; note: 0% is about no effect
D1 antag: Antagonist of Human D 1 Dopamine Receptor: qHTS; D(1A) dopamine receptor (Homo sapiens), P21728; HEK293 TREx D1 cells, calcium flux, dopamine EC80; hits give low values; activity change, negative = inhibition, % at 10 µM; hit rate 3.2% among 360,000; AID 504652, 2011; in the data active = activity change below about -30%; note: % is set by controls: 0 for no effect and ±100 for the full control effect
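After overnight tetracycline induction at 30 C, force-coupled D1 HEK293 cells took up a no-wash calcium dye at room temperature. Compounds were added and monitored 180 s, and the response to EC80 dopamine was then recorded.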
TRHR enhancer: qHTS for Small Molecule Agonists and Allosteric Enhancers of Human TRH Receptor: Primary Screen for Enhancers; Thyrotropin-releasing hormone receptor (Homo sapiens), P34981; TRHR cells, fluo-8 calcium fluorescence, EC20 TRH enhancement; enhancement, % at 2 µM; hit rate 0.66% among 360,000; AID 493056, 2011; in the data active = enhancement above about 30%; note: 0% is about no effect
Target sequence (P34981 whole entry, looked up): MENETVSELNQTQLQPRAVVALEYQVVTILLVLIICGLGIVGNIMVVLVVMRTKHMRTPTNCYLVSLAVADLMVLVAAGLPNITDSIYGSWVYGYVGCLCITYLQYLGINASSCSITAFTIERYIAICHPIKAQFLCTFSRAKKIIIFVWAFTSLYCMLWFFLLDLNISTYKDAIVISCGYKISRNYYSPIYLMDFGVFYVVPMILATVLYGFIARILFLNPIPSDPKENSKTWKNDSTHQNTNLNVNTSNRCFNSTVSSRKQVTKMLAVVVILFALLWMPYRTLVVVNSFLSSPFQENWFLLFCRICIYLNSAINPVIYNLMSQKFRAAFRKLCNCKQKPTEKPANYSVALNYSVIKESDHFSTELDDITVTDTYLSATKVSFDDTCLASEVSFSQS
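TRHR-expressing cells loaded with fluo-8 calcium dye were read kinetically (ex 480/em 530) during compound addition, then stimulated with an EC20 of TRH (10 nM final). Enhancement of the Gq-mediated intracellular calcium response was scored.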
D2 potentiator: HTS Assay for Positive Allosteric Modulators of the Human D2 Dopamine Receptor: Primary Screen for Potentiators | HEK293 T-REx D2, calcium flux, EC20 dopamine potentiation | potentiation, % at 10 µM | hit rate 0.34% among 340,000;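 active = potentiation over 3 SD above the plate norm, cut at about 30% in these data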; note: 0% is about no effect
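Using a no-wash calcium dye in inducible, force-coupled HEK293 Trex cells expressing D2, we tracked fluorescence each second for 180 s after compound, then for 180 s after EC20 dopamine to detect augmented signalling.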
TRHR agonist: qHTS for Small Molecule Agonists and Allosteric Enhancers of Human TRH Receptor: Primary Screen for Agonists. TRHR cells, calcium flux fluo-8, FDSS agonist mode. hit rate 0.18% among 360,000. Thyrotropin-releasing hormone receptor (Homo sapiens), P34981. activation, % at 2 µM; note: 0% is about no effect
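Steps: seed TRHR cells overnight; add fluo-8 no-wash Ca dye, RT 30 min–1.5 h; record 10 s baseline; pin-transfer compounds; monitor fluorescence 1 cycle/s for the agonist window. Calcium increases flag candidate agonists.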
D2 antagonist: HTS Assay for Allosteric Antagonists of the Human D2 Dopamine Receptor: Primary Screen for Antagonists; HEK293 TREx D2 cells, calcium flux, dopamine EC80; D(2) dopamine receptor (Homo sapiens), P14416; hit rate 2% among 340,000; inhibition, % at 10 µM; AID 485344, 2010; in the data active = inhibition above about 30%; note: 0% is about no effect
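Calcium mobilization kinetics were recorded at 1 s intervals in tetracycline-induced HEK293 T-REx D2 cells, first for 180 s after compound addition and then 180 s after EC80 dopamine.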
RXFP1 antagonist: qHTS Assay for Antagonists of the Relaxin Receptor RXFP1; hit rate 0.59% among 350,000; activity change, negative = inhibition, % at 57.5 µM; HEK293-RXFP1, relaxin-stimulated cAMP HTRF, 30 min; hits give low values;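 active = activity change of -60% or lower, but not beyond a set lower limit; inconclusive = change between -60% and -40%, or beyond the set limit; inactive = change above -40%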; note: % is set by controls: 0 for no effect and ±100 for the full control effect
The depositor's hits bear a star; ? = inconclusive; nt = no result given; & = joins results of further samples. Cut-off read from the data, not from the text of the source, unless noted: active = activation above about 30%; inactive = the rest. This is a random part of the collection, and some 7.1% of all compounds hit somewhere here.

SMILES	D2 agonist	D1 ag	D1 PAM	D1 antag	TRHR enhancer	D2 potentiator	TRHR agonist	D2 antagonist	RXFP1 antagonist
CC1CCN(C(=O)CCN2C(=O)C3C4C=CC(C4)C3C2=O)CC1 (configuration not stated)	nt	0.1	6.3	10.5	10.3	-0.3	0.2	nt	0.1
COc1ccc(CNC(=O)C(=O)NCC2CCCN2S(=O)(=O)c2ccccc2)cc1 (configuration not stated)	-0.4	0.5	-12.2	7.2	-1.8	16.5	-0.3	-8.8	-2.1
CCC(C)(C)n1nnnc1C(c1cc(OC)ccc1OC)N1CCC(C(N)=O)CC1 (configuration not stated)	0.0	1.9	0.8	-12.2	3.9	14.6	0.1	-15.5	12.1
CC1CCN(C(=O)c2[nH]cnc2C(=O)Nc2ccc(Cl)cc2)CC1	0.4	-2.3	-1.7	nt	17.6	-25.1	0.5	15.2	nt
C=CCN(CC=C)C(=S)NC(=O)/C=C/c1ccc(OC)cc1	-2.8	6.0	-3.3	-3.0	-15.6	-5.7	-1.4	7.4	-14.7
CCCNC(=O)C1CCN(S(=O)(=O)c2ccc(Br)cc2)CC1	-0.7	-0.4	-3.0	20.5	5.0	19.5	-0.5	4.7	6.3
CC(=O)N1CCN2C(=O)C1CCCC(=O)c1cc(C3CCCCC3)ccc12 (configuration not stated)	0.4	1.5	-4.2	2.8	14.0	11.6	-0.1	0.5	3.1
Cc1ccc(C)c(OCC(O)CN2CCc3ccccc3C2)c1C (configuration not stated)	0.1	2.7	-6.8	10.2	9.6	-20.2	-0.3	-12.1	-12.8
CCc1nnc(NC(=O)C2CCC(CNc3c(N4CCC(C)CC4)c(=O)c3=O)CC2)s1 (configuration not stated)	0.2	3.0	-2.6	3.3	-2.5	5.1	0.1	-8.8	3.8
O=C(CN1C(=O)COc2ccc(S(=O)(=O)N3CCCC3)cc21)N1CCN(c2ccc(Cl)cc2)CC1	-1.0	5.6	1.1	3.5	0.6	3.0	-1.8	nt	nt
Cc1cc(NS(=O)(=O)c2ccc(NC(=O)c3cc4ccccc4o3)cc2)no1	-0.2	1.0	2.4	0.5	-12.6	-12.6	0.0	-1.8	nt
Cc1nnc(NC(=O)CSc2nnc(CNC(=O)c3ccccc3)o2)s1	0.4	1.0	2.2	17.8	2.3	2.5	0.0	-8.9	4.3
CCc1ccccc1NS(=O)(=O)c1c(C(=O)N2CCCCCC2)c(C)n(C)c1C	-0.7	4.6	-2.0	-4.4	4.8	4.3	0.1	-2.9	6.6
CCC(=O)N(Cc1cc2c(C)cc(C)cc2[nH]c1=O)C1CCCCC1	0.4	10.1	8.2	42.6	22.8	-3.7	-0.4	-6.5	-1.2
CCOc1ccc(CCNC(=O)c2cc3c(s2)-c2c(C)cccc2OC3)cc1	0.1	0.9	-1.1	3.7	6.1	-1.5	0.2	nt	-17.7
Cc1ccc2c(c1)N(CC(=O)N1CCC(C)CC1)C(=O)c1cccnc1O2	-1.7	9.2	-10.9	2.6	5.4	4.6	-0.7	-3.3	0.5
N[C@@H](Cc1ccccc1)c1nnc(SCc2ccccc2Cl)o1	-0.6	2.2	-2.6	14.2	3.5	-5.4	-1.2	0.1	-5.3
CC(=O)/C=N/Nc1ccccc1	nt	3.8	2.1	6.2	3.3	-0.8	-0.2	nt	-9.4
O=C(NNC(=O)c1cccs1)c1ccc(Cl)c(Cl)c1	-1.6	2.1	3.9	-11.7	6.0	-2.5	0.0	6.6	?
O=C1C2ON(c3ccccc3)C(c3cccnc3)C2C(=O)N1Cc1ccccc1 (configuration not stated)	-1.4	0.1	-3.5	-5.9	2.5	0.1	0.4	3.1	-12.1
O=C1COc2ccc(C(=O)COC(=O)CNC(=O)c3ccccc3)cc2N1	0.3	0.3	-3.6	-20.8	-4.5	3.8	0.5	15.1	0.5
CC(=O)Nc1ccc(S(=O)(=O)Oc2ccccc2N2CCCCC2)cc1	0.0	10.2	-2.3	-2.0	-4.0	0.6	0.4	4.9	-3.6
O=C(OCc1cc(=O)n2nc(-c3cccs3)sc2n1)c1ccccc1Br	0.8	2.4	-7.5	-14.1	-0.9	15.8	0.4	nt	nt
CCN(CC)CCC/C(=N\O)C(O)(c1ccccc1)c1ccccc1	0.7	-0.3	1.2	-18.3	-5.0	-9.8	0.2	8.9	-6.4
Cc1cc(C)nc(CC(N)=O)n1	1.2	-0.3	0.7	2.6	-5.3	5.8	0.1	-11.3	-7.8
Cc1nn2c(=O)cc(COC(=O)c3cccc(NC(=O)COc4ccccc4C)c3)nc2s1	1.0	-1.4	-0.7	-14.7	5.8	2.6	0.0	nt	-8.0
COc1ccccc1NC(=O)CSc1nc(-c2ccc(C)cc2)nc2c1Cc1c(CO)cnc(C)c1O2	1.3	0.5	-6.2	-13.8	-1.2	-5.8	0.4	nt	0.6
O=C(Nc1ccc(F)cc1)N1CCCN(c2nccc(C(F)(F)F)n2)CC1	0.7	7.2	3.2	-8.7	-2.9	-5.4	0.6	3.9	-1.1
Cc1ccc2c(c1)c(N=NC(N)=S)c(O)n2Cc1ccccc1	-0.6	0.1	8.8	-2.2	2.6	0.4	-0.5	-2.3	-2.3
CC1=C(C(=O)Nc2ccc(C)cc2)C(c2ccco2)NC(=O)N1 (configuration not stated)	0.7	1.8	5.8	3.3	3.2	10.6	0.0	-6.7	8.0
Cc1nn(-c2ccccc2)c(Cl)c1C1C(C#N)=C(N)Oc2c1c(C)nn2-c1ccccc1 (configuration not stated)	3.0	16.6	1.9	6.1	0.7	-0.2	1.3	-8.3	5.0
c1ccc2c(CN3CCOCC3)csc2c1	-1.7	2.3	-2.0	-1.7	-2.8	-4.0	-0.4	-12.0	-12.7
CCCC(=O)NNC(=O)c1c(O)c2ccccc2[nH]c1=O	2.9	2.0	-4.8	-9.1	0.4	3.9	-0.7	-11.2	-0.4
Cn1cc(S(=O)(=O)CC(=O)Nc2ccc3c(c2)OCCO3)c2ccccc21	-0.8	-1.1	-6.8	-3.9	6.2	24.4	-0.5	5.9	0.6
O=C(OCc1nc2ccccc2c(=O)[nH]1)c1cccs1	0.5	2.1	-7.2	8.7	-6.2	-7.0	0.3	-14.1	3.3
CCOC(=O)C1=CCC2c3c(c4ccccc4n3C)C(=O)C1N2C(=O)OC(C)(C)C (configuration not stated)	0.0	1.5	-0.3	9.6	0.0	4.6	-0.2	0.5	nt
COc1ccc(N(C)C(=O)c2ccc3c(c2)nnn3C)cc1	nt	3.0	1.1	12.2	-0.3	nt	0.7	nt	8.0
Oc1[nH]c2ccccc2c1N=Nc1nc2ccccc2s1	0.5	4.7	-4.5	-19.3	-4.5	-0.4	1.3	-12.5	-3.0
CC(=O)N1c2ccc(S(=O)(=O)N(C)Cc3ccccc3)cc2CC1C (configuration not stated)	1.0	9.2	-8.1	-10.6	0.3	12.9	-0.5	8.4	4.0
Cc1ccccc1NC(=O)COC(=O)Cc1ccsc1	2.2	3.2	-4.5	-31.1*	-0.8	6.9	-0.2	6.5	-6.3
Cc1ccc(-n2nnnc2CNC(=O)C2CC(=O)N(c3ccccc3)C2)cc1C (configuration not stated)	0.0&0.9	-0.4&1.9	-0.6&1.1	-0.9&4.4	0.1&1.9	-8.7&16.9	-0.5&-0.3	-11.2	4.1&-2.0
Cc1cccn2c(CN3CCCN(C=O)CC3)c(C(=O)N(C)CCc3ccccc3)nc12	4.1	0.0	5.6	3.6	1.1	-5.6	-0.2	9.2	2.8
CCOC(=O)c1nnn(-c2nonc2N)c1CN1CCCC1	1.9	-2.4	-1.9	3.7	-0.6	-4.0	0.7	3.0	8.3
COC(=O)c1ccc(NC(=S)Nc2ccc3ccccc3c2)cc1	0.0	5.4	-8.2	-7.5	3.3	-4.3	0.3	2.2	-29.7
CC(C)=CCCC1=CCC(/C=N/NC(N)=O)C(C)C1 (configuration not stated)	2.6	1.8	-5.2	0.8	-7.4	-2.4	0.4	-18.6	-8.4
COc1ccc2c(c1)C1=NN(/C(C)=C/C(C)=O)C(c3cccc(F)c3)C1CC2 (configuration not stated)	-0.5	5.4	-2.9	4.8	1.5	-0.4	-0.5	-1.2	-19.8
Cc1cccc(NC(=O)COC(=O)CCCC2=NS(=O)(=O)c3ccccc3N2)c1	-0.3&-0.2	-0.5&4.3	10.9&4.5	8.9&13.7	3.1&5.6	-12.8&-8.3	-0.1&0.0	11.5	-0.8
CCN(CC)CC(=O)N1c2ccccc2CCc2ccc(NC(=O)c3cc(OC)c(OC)c(OC)c3)cc21	0.8	2.4	-0.9	-1.9	-0.2	5.4	0.7	3.5	-18.5
CC(C)C[C@H](NC(=O)c1nc[nH]c1C(=O)N[C@@H](CC(C)C)C(=O)OC(C)(C)C)C(=O)OC(C)(C)C	nt	1.3	-3.2	1.6	-3.5	-4.3	-0.3	5.6	nt
O=C(O)CCS(=O)(=O)Cc1cccc(Cl)c1	-1.2	1.1	1.9	18.8	-0.6	20.2	0.2	-16.4	-3.2
CCN(CC)CCNC(=O)Cn1c(=O)c2cccn2c2ccc(F)cc21	1.0	3.2	-2.1	-12.3	1.0	27.0	0.8	-28.6	-17.3

Compounds shown so far with a Cl atom:
SMILES	D2 agonist	D1 ag	D1 PAM	D1 antag	TRHR enhancer	D2 potentiator	TRHR agonist	D2 antagonist	RXFP1 antagonist
CC1CCN(C(=O)c2[nH]cnc2C(=O)Nc2ccc(Cl)cc2)CC1	0.4	-2.3	-1.7	nt	17.6	-25.1	0.5	15.2	nt
O=C(CN1C(=O)COc2ccc(S(=O)(=O)N3CCCC3)cc21)N1CCN(c2ccc(Cl)cc2)CC1	-1.0	5.6	1.1	3.5	0.6	3.0	-1.8	nt	nt
N[C@@H](Cc1ccccc1)c1nnc(SCc2ccccc2Cl)o1	-0.6	2.2	-2.6	14.2	3.5	-5.4	-1.2	0.1	-5.3
O=C(NNC(=O)c1cccs1)c1ccc(Cl)c(Cl)c1	-1.6	2.1	3.9	-11.7	6.0	-2.5	0.0	6.6	?
Cc1nn(-c2ccccc2)c(Cl)c1C1C(C#N)=C(N)Oc2c1c(C)nn2-c1ccccc1 (configuration not stated)	3.0	16.6	1.9	6.1	0.7	-0.2	1.3	-8.3	5.0
O=C(O)CCS(=O)(=O)Cc1cccc(Cl)c1	-1.2	1.1	1.9	18.8	-0.6	20.2	0.2	-16.4	-3.2

Compound activity from PubChem.
